Source: PubChem (several laboratories)
M5 antag – CHRM5 antagonism in calcium assay | P08912 | inhibition, % at 3 µM | actives 0.59% (n = 360,000) | CHO-hM5 cells, Fluo-8 calcium fluorescence, ACh EC80;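 active = inhibition above a per-plate cutoff, the mean of that plate's test compounds plus 3 SD, cut at about 27% in these data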;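 note: 0% = acetylcholine EC80 with DMSO and 100% = DMSO without agonist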
Target sequence (P08912 whole entry, looked up): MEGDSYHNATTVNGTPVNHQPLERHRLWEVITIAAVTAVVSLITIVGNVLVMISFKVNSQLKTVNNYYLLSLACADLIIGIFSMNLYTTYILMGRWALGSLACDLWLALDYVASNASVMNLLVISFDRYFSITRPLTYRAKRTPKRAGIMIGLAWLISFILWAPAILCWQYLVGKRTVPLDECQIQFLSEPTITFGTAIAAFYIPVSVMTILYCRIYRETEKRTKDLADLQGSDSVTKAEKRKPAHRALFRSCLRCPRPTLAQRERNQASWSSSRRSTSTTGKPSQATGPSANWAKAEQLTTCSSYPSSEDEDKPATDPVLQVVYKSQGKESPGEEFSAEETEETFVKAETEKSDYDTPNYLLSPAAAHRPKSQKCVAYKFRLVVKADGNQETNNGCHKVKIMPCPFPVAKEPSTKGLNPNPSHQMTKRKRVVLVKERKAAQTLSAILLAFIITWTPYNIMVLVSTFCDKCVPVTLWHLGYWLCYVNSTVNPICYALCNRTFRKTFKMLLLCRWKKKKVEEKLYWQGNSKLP
CHRM4 PAM – potentiates acetylcholine response at human M4 receptor; P08173; CHO-K1 hM4/Gqi5, Fluo-8 calcium fluorescence, ACh EC20; 0% = ACh EC20, 100% = maximal ACh; activation, % at 3 µM; actives 0.4% (n = 360,000);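 active = activation above its plate's cutoff, the mean activation of sample wells plus 3 SD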; note: some results filed as inactive read as strong as hits
CHRM4 antagonist – antagonists of human muscarinic M4 receptor (CHRM4). actives 0.73% (n = 360,000). AID 624125. P08173. CHO-hM4 cells, ACh EC80, Fluo-8 calcium fluorescence. inhibition, % at 3 µM;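 active = inhibition above its plate's cutoff, the mean inhibition of sample wells plus 3 SD, cut at about 27% in these data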;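 note: 0% = acetylcholine EC80 with DMSO and 100% = DMSO without agonist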
M5 ag – CHRM5 agonism in calcium assay; activation, % at 3 µM; actives 0.19% (n = 360,000); CHO-K1 hM5 cells, Fluo-8 calcium fluorescence; 0% DMSO wells, 100% maximal acetylcholine response; AID 624037;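 active = activation above the run's mean over test compounds plus 3 SD, cut at about 23% in these data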;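 note: signal is peak over basal fluorescence ratio across the kinetic read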
CHRM5 PAM – CHRM5 positive allosteric modulation | P08912 | CHO-K1 hM5, Fluo-8 calcium, ACh EC20 PAM; 0% = ACh EC20, 100% = ACh EC100 | activation, % at 3 µM | actives 0.3% (n = 360,000);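 active = activation above the run cutoff, the mean activation of all test compounds plus 3 SD, cut at about 18% in these data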
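System: CHO-K1 hM5 cells. Reagent: acetylcholine, EC20 level. Compound dosing: single dose, 3 µM nominal final test concentration. Timing: Post-acetylcholine fluorescence recording 140 s. Detection: Fluo-8 calcium fluorescence. Read-out: % activation, ACh-normalized. Benchmarks: ACh EC20 and EC100 wells. Repeats: singlicate, one well per test compound.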
CHRM1 antagonist – blocks human M1 muscarinic receptor; CHO-K1 hM1, Fluo-8 calcium fluorescence, ACh EC80 antagonist; inhibition, % at 3 µM; actives 1.3% (n = 360,000);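 active = percent inhibition above its own plate's cutoff, namely the mean of that plate's compound wells plus 3 SD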;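 note: peak over basal fluorescence ratio during 140 s after agonist addition; 0% = ACh EC80 plus DMSO and 100% = DMSO alone without agonist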
Target sequence (P11229 whole entry, looked up): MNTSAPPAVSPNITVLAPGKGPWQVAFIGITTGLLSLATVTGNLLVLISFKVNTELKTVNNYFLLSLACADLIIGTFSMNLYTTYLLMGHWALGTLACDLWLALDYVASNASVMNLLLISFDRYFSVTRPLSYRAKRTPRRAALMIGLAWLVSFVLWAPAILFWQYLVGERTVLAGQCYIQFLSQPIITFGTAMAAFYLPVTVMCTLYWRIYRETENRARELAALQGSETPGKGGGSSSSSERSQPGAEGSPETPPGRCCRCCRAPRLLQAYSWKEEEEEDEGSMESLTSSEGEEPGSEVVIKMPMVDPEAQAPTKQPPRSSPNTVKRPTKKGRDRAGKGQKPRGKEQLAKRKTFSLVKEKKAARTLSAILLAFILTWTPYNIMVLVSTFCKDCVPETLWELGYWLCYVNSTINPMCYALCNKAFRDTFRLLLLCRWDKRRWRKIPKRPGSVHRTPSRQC
CHRM4 agonist – agonists of human muscarinic M4 receptor (CHRM4); P08173; CHO-K1 hM4/Gqi5, Fluo-8 calcium fluorescence; vehicle 0%, full acetylcholine response 100%; AID 624127; actives 0.14% (n = 360,000); activation, % at 3 µM;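 active = activation above the run mean over all test wells plus 3 SD, cut at about 32% in these data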;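 note: peak over basal fluorescence ratio per well then scaled between controls; 0% = DMSO wells and 100% = acetylcholine at EC100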
M1 PAM – human CHRM1 positive allosteric modulation; CHO-K1 hM1, Fluo-8 calcium fluorescence, ACh EC20; 0% = ACh EC20, 100% = maximal ACh; activation, % at 3 µM; actives 0.088% (n = 360,000); AID 588819; in the data active = activation above about 19%, passing the limit was not always enough
CRFBP-R2 agonist – CRF-BP/CRF-R2 complex agonism; activation, % at 13.2 µM; actives 0.46% (n = 350,000); HEK293 CRF-R2/CRF-BP, calcium dye fluorescence (FLIPR); percent of saturating CRF peptide response; AID 588473;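 active = activation of at least 50%, plus an integration ratio under a set limit after plate pattern correction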;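 note: plate controls were neutral control wells without compound for no effect and CRF at EC100 for full effect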
* hit, by the source's call; · = not tested or not shown. Outcome played no part in choosing rows; any-hit rate near 2.8%.

SMILES	M5 antag	CHRM4 PAM	CHRM4 antagonist	M5 ag	CHRM5 PAM	CHRM1 antagonist	CHRM4 agonist	M1 PAM	CRFBP-R2 agonist
Nc1ccccc1Sc1ccc(C(F)(F)F)cc1[N+](=O)[O-]	-13.7	-2.9	-5.1	-15.0	0.2	-20.2	-1.4	1.3	-0.4
Nc1c(C(=O)O)nnn1Cc1ccccc1	-1.9	14.8	11.0	2.2	4.7	-1.3	1.1	1.8	0.0
CCCCOC1(c2ccccc2)OC(=O)c2ccccc21 (centres undefined)	0.6	-4.6	-6.5	-6.1	-8.3	18.3	-2.1	-14.1	0.7
Cc1ccccc1CNC(=O)C1CCCN(c2cnccn2)C1 (centres undefined)	-8.4	-4.8	2.5	-1.6	3.7	-10.7	0.7	2.9	-0.5
O=C(CC(C(=O)O)c1cccc(Cl)c1Cl)c1ccccc1 (centres undefined)	6.2	-3.2	-1.0	-1.9	-1.3	-11.3	0.5	8.9	0.1
C/C(=N\NC(=O)Cn1cc([N+](=O)[O-])cn1)c1ccco1	14.8	-11.9	10.7	-4.4	-12.7	26.0	22.1	-11.3	-1.9
C/C(=N\NC(=O)c1ccccc1)c1ccc(C)c([N+](=O)[O-])c1	-10.4	-1.6	3.9	-1.8	-4.2	4.3	0.9	4.0	0.8
C/C(=N\NC(=O)c1cccc(S(=O)(=O)N2CCOCC2)c1)c1cc2ccccc2o1	6.3	12.9	-2.3	-0.7	-4.1	-3.3	2.8	2.8	-1.5
Cc1cc(C(=O)N2CCCC(N3CCN(c4cccc(C(F)(F)F)c4)CC3)C2)no1 (centres undefined)	-3.8	2.8	-2.8	2.3	-2.3	-8.8	-0.2	-3.4	0.1
CN(C(=O)c1ccc(S(=O)(=O)N2CCCC2)cc1)C1CCCCC1	1.1	0.9	3.7	0.4	4.0	-17.1	2.4	13.4	-4.4
COc1ccccc1NC(=O)C1CCCN(S(=O)(=O)c2c(C)noc2C)C1 (centres undefined)	-8.8	4.2	1.5	-0.8	8.7	-5.4	2.1	6.2	0.3
CC(C)N(C)C1CCN(S(=O)(=O)c2ccc(-c3ccc(=O)[nH]n3)s2)CC1	11.1	-8.4	3.8	-8.0	-3.9	11.8	0.2	-8.8	-0.9
COC(=O)c1nnn(-c2nonc2N)c1CSc1nnc(N)s1	-11.0	-6.4	-3.3	2.4	4.2	-3.9	0.4	1.1	3.0
Nc1nonc1-n1nnc(C(=O)N/N=C/c2ccc(F)cc2)c1-c1cccs1	1.9	5.9	-9.0	7.5	-1.0	-1.0	10.5	3.5	0.0
O=C(/C=C/c1ccccc1)Nc1cc(S(=O)(=O)N2CCOCC2)ccc1N1CCOCC1	-2.0	6.0	-27.2	-2.9	-2.9	3.1	1.7	3.2	-2.8
O=C(NCc1cccc(Cl)c1)N1CCN(S(=O)(=O)c2ccccc2F)CC1	8.0	-1.8	-1.9	0.3	-3.8	1.6	5.3	-2.8	-0.9
Cc1cccc(/N=C/c2sc3ccccc3c2O)n1	2.8	0.8	5.0	-0.5	-1.3	-9.3	0.4	8.7	35.8
CCN(CC)CC(O)c1cccn1-c1ccc(CNC(=O)NC(C)C)cc1 (centres undefined)	2.3	-3.4	7.8	-2.5	-5.4	-11.9	0.4	8.9	-2.2
CCc1cc2c(=O)oc(-c3ccccc3F)nc2s1	4.9	-1.9	5.8	-2.3	2.8	10.7	-1.3	-1.5	0.7
COc1cccc(-c2nc(CS(=O)(=O)CC(=O)NCc3ccccc3OC)c(C)o2)c1	1.2	-3.8	15.6	0.7	-3.3	-8.7	0.9	1.7	-0.4
Cc1ccc(C(C[N+](=O)[O-])c2c(C)[nH]n(-c3ccccc3)c2=O)cc1 (centres undefined)	-7.3	7.3	-18.2	-0.9	-2.6	1.5	0.3	3.4	-1.1
O=C(NCc1cccc(C(F)(F)F)c1)c1ccc2sc(COCCO)nc2c1	-5.3	-6.0	3.3	1.9	-3.5	13.2	3.0	-13.6	·
CCCc1nc(Cl)c(C#N)c2c1CCCC2	-8.0	2.5	-19.7	-4.8	5.6	-12.4	-0.5	-1.4	-3.0
Cc1ccc(Cl)cc1NC(=S)NN	1.3	-8.0	4.1	-8.9	-4.0	8.4	-0.9	-7.9	-3.8
O=C(Cc1cccc2ccccc12)N1CCCc2ccccc21	-3.4	-3.3	-7.8	-11.6	-5.2	-11.2	-0.4	0.3	0.1
CC(C)c1ccc(C(=O)N/N=C/c2cccc(Cl)c2Cl)cc1	0.9	0.0	0.6	-4.9	-6.3	12.1	-0.2	-4.4	-0.5
C=CCNC(=O)/C(C#N)=C/c1c(N2CCN(c3ccc(OC)cc3)CC2)nc2c(C)cccn2c1=O	7.9	2.3	-15.2	-4.6	-10.2	-7.4	9.8	5.2	-0.4
Cc1ccc2c(c1)NC(=O)C(CC(=O)NCCN(CC(C)C)CC(C)C)O2 (centres undefined)	4.8	-7.5	-13.1	-6.1	-8.1	27.5*	0.4	-18.6	3.1
CCCCCCNC(=O)CC(c1ccccc1)c1cc(Br)ccc1O (centres undefined)	10.4	-4.8	-4.6	-3.0	-2.6	-8.7	0.7	2.3	0.7
CCOc1cc(S(=O)(=O)NCCN2CCOCC2)c(C)cc1C	-3.5	24.0	-1.6	-3.8	-0.1	-18.5	0.1	11.4	-1.8
COc1cc2c(cc1NC(=O)C(C)Sc1ccc(NC(C)=O)cc1)oc1ccccc12 (centres undefined)	29.7*	-13.6	17.7	6.0	-18.2	18.5	14.8	-7.1	-1.0
O=C(COC(=O)c1ccc(O)cc1O)c1ccc(Cl)cc1	7.0	-2.0	-2.8	1.2	-2.7	-2.6	3.5	2.5	-0.2
CC1(C(=O)NS(=O)(=O)c2ccccc2)CCN1C(=O)CC1CCCCC1 (centres undefined)	10.9	0.0	11.2	0.0	-3.2	-8.1	-0.2	4.1	·
Cc1ccc(NC(=O)CCCc2ccccc2)nc1	2.6	-1.9	-13.7	-5.5	0.4	1.1	0.5	7.0	-1.1
CCOC(=O)c1cccc(NC(=O)CCc2nnc3ccc(N4CCN(C)CC4)nn23)c1	19.5	-3.2	7.8	-8.8	-7.0	16.2	0.6	-3.1	0.5
CCOC(=O)c1cc2c(N)c(C(=O)c3cc(C#N)c(SC)nc3C)sc2nc1C	0.8	9.4	-9.4	0.5	-3.9	-7.0	1.5	4.4	7.5
Cc1ccc(-n2ncc(C(=O)Nc3ccc(Cl)cc3)c2C2CCNCC2)cc1C	2.2	-3.8	6.2	-4.3	1.1	-1.5	1.6	-3.3	3.1
N#Cc1cnn(-c2ccccc2)c1NC(=O)CN1CCOCC1	-6.0	0.0	-7.2	1.4	6.3	-11.7	0.7	8.1	-1.4
Cc1cccc(CCNC(=O)CC2C(=O)NCCN2CC2CCCCC2)n1 (centres undefined)	-5.2	-2.3	-1.1	-2.2	-5.3	-9.8	1.4	-0.7	5.5
COc1ccc([N+](=O)[O-])cc1NC(=O)Cc1noc2ccccc12	11.2	4.0	-6.0	3.8	-5.4	-3.4	2.3	7.0	0.1
O=C(O)c1nn(-c2ccccc2)nc1-c1nn(-c2ccccc2)nc1C(=O)O	-0.5	2.4	0.5	-1.1	7.2	-12.2	0.2	7.4	0.2
CCCCCOc1ccc(Cl)cc1CN1CCOCC1	14.6	-5.6	9.8	-5.9	-5.4	10.0	4.4	-11.3	2.0
Cn1ncc(C#N)c1/N=C/N(Cc1ccccc1)Cc1ccccc1	15.5	-13.3	1.4	-10.2	-43.0	19.2	17.6	-13.9	1.2
Cc1cccc(NC(=S)NNC(=O)COc2ccc(Cl)cc2Cl)c1	5.5	10.8	-3.6	-2.7	-1.9	-5.8	2.7	1.6	-0.7
CC(C)OC(=O)COc1cc(O)c2c(=O)cc(-c3ccccc3)oc2c1	7.5	3.0	-11.9	-1.9	-6.5	-4.4	1.2	0.0	1.1

4 structures from above, sorted by heavy-atom count, falling:
SMILES	M5 antag	CHRM4 PAM	CHRM4 antagonist	M5 ag	CHRM5 PAM	CHRM1 antagonist	CHRM4 agonist	M1 PAM	CRFBP-R2 agonist
CCOC(=O)c1cccc(NC(=O)CCc2nnc3ccc(N4CCN(C)CC4)nn23)c1	19.5	-3.2	7.8	-8.8	-7.0	16.2	0.6	-3.1	0.5
COc1ccc([N+](=O)[O-])cc1NC(=O)Cc1noc2ccccc12	11.2	4.0	-6.0	3.8	-5.4	-3.4	2.3	7.0	0.1
COC(=O)c1nnn(-c2nonc2N)c1CSc1nnc(N)s1	-11.0	-6.4	-3.3	2.4	4.2	-3.9	0.4	1.1	3.0
Cc1ccc(Cl)cc1NC(=S)NN	1.3	-8.0	4.1	-8.9	-4.0	8.4	-0.9	-7.9	-3.8

The list goes on.
SMILES	M5 antag	CHRM4 PAM	CHRM4 antagonist	M5 ag	CHRM5 PAM	CHRM1 antagonist	CHRM4 agonist	M1 PAM	CRFBP-R2 agonist
O=C(C[C@@H]1C/C=C\C[C@H](NC(=O)OCC2c3ccccc3-c3ccccc32)C(=O)OC[C@H]2CCCN2C1=O)N[C@H](CO)Cc1ccccc1	-4.1	-3.4	-4.2	0.8	-1.2	12.3	2.0	-6.3	0.0
O=C(Cn1nc(CNc2ccc(Cl)cc2)[n+]2c1CCCCC2)c1ccc(Cl)cc1	7.5	-0.8	-1.8	-7.4	-6.9	-0.1	0.4	1.9	-1.8
COc1ccc(C(=O)COC(=O)c2ccc(OC)c(OC)c2)cc1OC	-5.1	1.4	6.7	-1.4	0.8	-12.6	2.0	-6.2	0.4
O=C(CSc1nnc(Cc2cccs2)n1C1CCCCC1)N1CCN(C(=O)c2ccco2)CC1	-7.6	2.0	-3.4	0.8	3.2	-13.1	1.2	9.9	-2.3
Cc1cc(/C=N/NC(=O)C(O)(c2ccccc2)c2ccccc2)c(C)n1-c1ccccc1	-4.4	-6.2	4.2	-4.0	3.8	1.3	0.1	1.9	-1.9
COc1ccccc1CN1CC(C(=O)N(C)Cc2ccncc2C)CCC1=O (centres undefined)	-1.5	2.1	-0.5	-5.2	0.3	-15.6	0.9	11.0	-1.5
Cc1ccnc2nc(C(=O)OCC(=O)N3CCc4ccccc43)nn12	9.8	-0.6	-15.4	-0.2	7.6	-7.5	1.0	6.3	1.0
CCN1CCCC1CNC(=S)Nc1ccc(C(C)=O)cc1 (centres undefined)	0.7	-13.8	8.4	-8.3	-5.3	12.1	-0.4	-2.8	0.2
CC1(C)CC(=O)C=C(c2ccc(COC(=O)c3cccc(C(F)(F)F)c3)cc2)C1=O	1.3	0.0	-18.9	1.1	0.3	-0.6	2.9	1.5	1.9
O=C(O)/C=C/C(=O)Nc1ccccc1C(=O)Nc1ccccc1	2.9	1.4	1.1	-5.8	15.2	-17.1	0.8	10.2	0.8
O=C(CN1CCN(S(=O)(=O)c2ccc(F)cc2)CC1)Nc1ccnn1C1CCCC1	3.8	1.7	11.6	0.7	6.5	16.4	3.0	-4.8	4.3
Cc1ccc(-c2nc3c4ccccc4ccn3c2Cc2ccccc2)cc1	-5.7	7.6	-10.8	-2.3	-0.6	-28.5	-0.6	14.9	2.8
Cn1c(=O)n(C)c2cc(N3CCOCC3)c(NC(=O)c3ccc(F)cc3)cc21	13.0	12.5	11.5	-1.2	-2.7	-9.5	1.4	15.4	-1.8
O=C(O)CCC(=O)N1CCN(c2nc(-c3ccccc3)c3ccccc3n2)CC1	8.5	-3.5	-0.7	-9.9	-0.8	-3.9	2.2	2.1	-2.2
